Source: PubChem BioAssay (Sanford-Burnham Center for Chemical Genomics)
SENP8 block-1 – SENP8 protease inhibition. purified SENP8, Z-RLRGG-aminoluciferin cleavage, luminescence. inhibition, % at 10 µM. 330,000 tested, 1.2% active. AID 2540; in the data active = inhibition above about 50%
Target sequence (Q96LD8 whole entry, looked up): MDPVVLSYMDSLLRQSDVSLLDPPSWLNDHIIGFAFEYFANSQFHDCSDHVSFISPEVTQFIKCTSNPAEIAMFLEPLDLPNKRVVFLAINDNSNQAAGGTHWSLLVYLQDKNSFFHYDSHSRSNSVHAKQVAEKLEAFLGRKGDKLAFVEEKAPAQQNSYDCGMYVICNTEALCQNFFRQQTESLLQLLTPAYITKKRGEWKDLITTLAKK
Apaf-1 inh – human Apaf-1 inhibition; O14727; reconstituted apoptosome caspase-3 activity, DEVD-Rh110 fluorescence; inhibition, % at 20 µM; 330,000 tested, 0.71% active; AID 489030; active = inhibition of at least 40% at 20 µM;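 also: plate controls were DMSO wells for no effect and DEVD-CHO caspase inhibitor wells for full effect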
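Material: reconstituted apoptosome with Apaf-1, cytochrome c, caspase-9, procaspase-3, dATP. Technique: Rh110 fluorescence intensity. Buffer or medium: pH 7.5 Hepes buffer with CHAPS, BSA, DTT. Times: 30 min plus 50 min, RT.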
SENP8 block-2 – inhibitors of human SENP8 protease | inhibition, % at 20 µM | 360,000 tested, 0.64% active | recombinant SENP8, Nedd8 substrate fluorescence | AID 602440 | Q96LD8; in the data active = inhibition mostly above about 40%, no sharp cut-off; inactive = mostly below about 27%
NLRP3 yeast inh – blocks the NALP3 inflammasome reconstituted in yeast | 330,000 tested, 0.39% active | Yeast reconstituted NLRP3/ASC/caspase-1, beta-gal luminescence, 24 h | inhibition, % at 10 µM | AID 2825;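 active = inhibition of 50% or more; inactive = inhibition below 50%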;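 also: plate controls were induced DMSO wells for no effect and uninduced yeast grown without galactose for full effect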
PfGluPho inh – PfG6PD (Plasmodium falciparum) enzyme inhibition; 350,000 tested, 0.78% active; PfGluPho enzyme, NADPH resazurin-diaphorase fluorescence; inhibition, % at 20 µM;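 active = inhibition reaching at least a set limit at 20 µM in the primary screen, cut at about 59% in these data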;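 also: 0% = DMSO wells with substrate and 100% = DMSO wells lacking glucose-6-phosphate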
SENP6 block – inhibitors of human SENP6 protease; Q9GZR1; Recombinant SENP6 catalytic domain, aminoluciferin luminescence; inhibition, % at 10 µM; 330,000 tested, 1.8% active; AID 2599;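 active = inhibition above about 50% at the single tested dose, limit read from the data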;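 also: plate controls were DMSO wells with enzyme for no effect and DMSO wells lacking enzyme for full effect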
Target sequence (Q9GZR1 628-1112 limits assumed): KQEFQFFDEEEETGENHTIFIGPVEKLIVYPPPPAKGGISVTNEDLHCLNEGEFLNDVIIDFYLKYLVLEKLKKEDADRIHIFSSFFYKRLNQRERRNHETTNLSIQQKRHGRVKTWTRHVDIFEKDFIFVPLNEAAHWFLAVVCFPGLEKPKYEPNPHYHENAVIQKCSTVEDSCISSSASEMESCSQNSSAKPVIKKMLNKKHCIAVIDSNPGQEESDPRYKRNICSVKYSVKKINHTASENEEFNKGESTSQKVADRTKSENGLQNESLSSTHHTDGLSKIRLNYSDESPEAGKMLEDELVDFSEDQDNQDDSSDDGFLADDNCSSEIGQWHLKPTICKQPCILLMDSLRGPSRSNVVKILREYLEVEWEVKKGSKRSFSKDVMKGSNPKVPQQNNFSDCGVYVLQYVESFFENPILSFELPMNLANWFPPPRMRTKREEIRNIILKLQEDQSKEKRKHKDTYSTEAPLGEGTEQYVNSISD
SENP1 FRET inh – blocks the human SENP1 SUMO protease catalytic domain. Q9P0U3. recombinant SENP1 catalytic domain, CyPet-SUMO1-YPet FRET cleavage. inhibition, % at 10 µM. 360,000 tested, 0.21% active. AID 624204;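 active = inhibition at least 30% at 10 µM, raw YFP signal under a set limit, fluorescence ratio 0.5 to 1.5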;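 also: 0% = enzyme with DMSO and 100% = no enzyme wells; some results filed as inactive read as strong as hits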
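Test system: recombinant human SENP1 catalytic domain, His6-tagged / Medium: pH 8 Tris buffer with EDTA, NaCl, BME, BSA, NP40, catalase / Also added: SUMO1 FRET substrate flanked by Cypet and Ypet, 25 nM / Times: 50 min reaction at room temperature / Signal: FRET, CFP and YFP emission / Control set: no-enzyme low control and enzyme-plus-DMSO high control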
SENP7 block – blocks the human protease SENP7; recombinant SENP7, Z-RLRGG-aminoluciferin luminescence, 40 min; 330,000 tested, 1.5% active; inhibition, % at 5 µM;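 active = inhibition above about 50% at the single test dose, limit read from the data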;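 also: plate controls were DMSO with enzyme for no effect and no enzyme buffer wells for full effect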
Target sequence (Q9BQF6 706-1050 limits assumed): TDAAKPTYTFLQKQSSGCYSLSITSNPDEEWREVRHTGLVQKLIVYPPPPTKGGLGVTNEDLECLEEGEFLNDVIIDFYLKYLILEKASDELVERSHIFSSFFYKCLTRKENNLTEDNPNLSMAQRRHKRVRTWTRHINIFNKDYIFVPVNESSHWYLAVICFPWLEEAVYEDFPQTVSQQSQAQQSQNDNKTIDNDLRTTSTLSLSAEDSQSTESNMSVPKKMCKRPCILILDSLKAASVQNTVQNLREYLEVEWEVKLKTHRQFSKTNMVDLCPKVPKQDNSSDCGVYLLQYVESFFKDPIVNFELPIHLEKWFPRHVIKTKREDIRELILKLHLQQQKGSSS
HKDC1 inhibitor – inhibitors of human hexokinase HKDC1; Q2TB90; recombinant HKDC1, G6PDH/diaphorase resazurin coupled fluorescence; inhibition, % at 20 µM; 340,000 tested, 0.16% active; AID 493160;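 active = inhibition above about 35% when tested at 20 µM, limit read from the data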;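 also: plate controls were DMSO wells with enzyme for no effect and DMSO wells lacking enzyme for full effect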
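Test system: HK5 enzyme. Quantity: 5 µg/mL HK5 final. Reagent: glucose and ATP substrates. Schedule: 90 min reaction incubation at room temperature, dark. Technique: resazurin-to-resorufin fluorescence via G6PDH and diaphorase coupling, 525/613 nm. Control set: DMSO wells with and without enzyme mix.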
Active calls of the source: *; . = no result given.

SMILES	SENP8 block-1	Apaf-1 inh	SENP8 block-2	NLRP3 yeast inh	PfGluPho inh	SENP6 block	SENP1 FRET inh	SENP7 block	HKDC1 inhibitor
CC(C)CCNC(=O)C1CC(c2cccc([N+](=O)[O-])c2)=NO1 (stereo not given)	7.1	6.2	9.5	13.1	2.4	-0.2	-0.5	0.5	-7.0
COc1ccc(C)cc1S(=O)(=O)N(C)CC(=O)NC1CC1	6.7	-11.4	8.7	17.0	-4.2	0.8	3.5	10.7	-7.2
O=c1c(C=NCCN2CCNCC2)c(-c2ccccc2)[nH]n1-c1ccc([N+](=O)[O-])cc1	90.3*	9.8	.	24.3	.	92.8*	.	83.9*	.
CCSc1nnc(NC(=O)c2cnccn2)s1	6.9	-15.5	.	20.6	-3.9	-2.7	.	4.3	-11.7
Cc1cc2nc(C)n(CCCNC(=O)Nc3ccc(C#N)cc3)c2cc1C	1.7	1.5	22.9	11.9	-18.4	-32.2	3.3	3.7	-8.3
c1cc2nnnn2nc1N1CCCCCC1	-7.7	-3.4	-0.9	-5.1	-4.0	-10.6	-0.2	0.5	-5.5
CN(CCC1CCOCC1)C(=O)C1CCC(=O)N(CCc2cccc(F)c2)C1 (stereo not given)	-3.3	9.7	14.4	6.9	-10.2	6.0	0.6	8.9	-1.8
O=C(CN1C(=O)C2C3C=CC(C4CC34)C2C1=O)Oc1ccccc1 (stereo not given)	-15.2	-1.7	13.1	15.8	-4.2	-1.0	1.6	-2.0	-8.5
CN(C)S(=O)(=O)c1ccc(C(=O)Nc2ccnn2C2CCCCC2)cc1	-2.4	4.4	9.1	18.5	4.7	-7.2	-0.5	5.2	-0.5
C=CCn1c(SCc2ccc(C(=O)NCCO)cc2)nc2sc(C)c(C)c2c1=O	3.9	-4.3	-3.5	19.9	-10.4	5.9	2.5	-5.4	2.6
CCN(CC)S(=O)(=O)c1ccc(C(=O)NCCN2C(=O)S/C(=C\c3cccnc3)C2=O)cc1	-3.6	8.4	11.5	11.0	7.1	-32.6	0.2	-2.3	-1.0
COCC(=O)N1CCCC(C(=O)c2ccc(Oc3ccccc3)cc2)C1 (stereo not given)	-4.7	3.3	4.1	10.9	19.0	-9.4	2.1	0.9	-8.9
CCOc1ccccc1N1CC(C(=O)NCCOc2ccccc2OC)CC1=O (stereo not given)	-13.0	13.4	10.4	9.4	5.9	-15.2	-1.9	10.5	-6.8
CC(/C=C/C=C/c1ccccc1)=N/NC(=O)c1ccc2c(c1)OCCO2	-7.0	-7.0	13.0	0.9	-13.6	0.8	5.4	-2.5	-1.4
CC(=O)Nc1cccc(C(=O)OCC(=O)Nc2nnc(-c3ccccc3)o2)c1	1.7	-2.5	-26.1	-6.6	-23.5	2.8	-0.7	-2.6	-2.9
COc1ccccc1-n1ccnc1SCC(=O)NCc1ccco1	-4.7	-146.0	14.4	-2.8	-2.1	-18.7	-0.1	6.1	-0.3
Nc1c2c(nc3sc4c(c13)CCCCC4)CCCCC2	57.2*	6.7	1.5	17.2	20.2	72.9*	0.0	73.9*	19.4
O=C(O)c1c2cc(Br)ccc2nc2[nH]c(=O)[nH]c(=O)c12	.	.	-193.0	.	2.6	.	-58.4	.	-2.7
Cc1nc(N2CCN(C)CC2)c2c(C)c(C(=O)Nc3ccc(C)c(F)c3)sc2n1	2.4	5.3	6.6	20.9	9.2	-9.1	10.3	0.7	-2.8
CC(C)[N+](C)(C)CC(O)CN(c1ccccc1)c1ccccc1 (stereo not given)	10.3	-2.3	29.2	0.5	1.1	-3.1	2.1	2.0	4.4
COc1ccc(-c2nn(-c3ccccc3)cc2/C=C\C(=O)N2CCOCC2)cc1[N+](=O)[O-]	-0.8	-15.1	11.0	10.5	10.1	-6.8	1.0	14.8	-9.8
COc1ccc(CCN2C(=NC(=O)C(C)C)SC3CS(=O)(=O)CC32)cc1 (stereo not given)	1.0	-16.4	-1.0	17.7	4.4	-13.2	1.8	3.5	1.1
CCc1cccc(CC)c1NC(=O)CN1CCN(c2ccccc2)CC1	-1.2	-16.2	17.6	7.9	8.0	-21.8	-1.0	-17.2	3.1
O=C(COC(=O)C1CCN(S(=O)(=O)c2cccs2)CC1)c1cc2ccccc2o1	0.3	16.1	16.7	6.5	-21.9	-10.7	-3.1	2.2	1.4
Cn1c2ccccc2c2nnc(N/N=C/c3ccc(O)cc3)nc21	8.7	-31.9	23.0	2.8	2.6	-4.9	2.7	4.0	-2.7
More results follow:
SMILES	SENP8 block-1	Apaf-1 inh	SENP8 block-2	NLRP3 yeast inh	PfGluPho inh	SENP6 block	SENP1 FRET inh	SENP7 block	HKDC1 inhibitor
CN(C)c1ccc(/C=C(\C#N)c2ccccc2)cc1	.	.	12.6	.	10.9	.	-106.9	.	0.6
O=C(CN(c1cccc(Br)c1)S(=O)(=O)c1ccccc1)N/N=C/c1cc([N+](=O)[O-])ccc1O	6.2	4.1	37.2	13.3	-44.7	5.4	-13.2	0.1	-27.0
O=C(c1ccc(Cl)c(S(=O)(=O)N2CCc3ccccc32)c1)N1CCN(c2ccccc2O)CC1	-5.2	9.8	17.2	17.3	25.8	15.7	0.9	2.0	4.4
Cc1ccc(OCC(=O)N(C)CC(=O)NCc2ccco2)c(Br)c1	-1.2	4.8	-7.5	4.9	-14.6	-4.7	-5.0	-3.2	4.9
COc1ccc(CN2CCNC(=O)C2CC(=O)N(C)Cc2ccncn2)c(OC)c1 (stereo not given)	-2.6	2.9	6.0	3.1	-9.4	-18.0	-2.7	-6.3	-0.1
Cc1ccc(-c2nnn(CC(=O)N(CC(=O)NCC3CCCO3)c3ccc(F)c(Cl)c3)n2)o1 (stereo not given)	-7.1	-1.8	15.1	4.8	-6.2	-2.9	1.3	-1.2	-6.8
C=CCn1c(SCC(C)=O)nnc1-c1ccc2ncccc2c1	-7.6	1.8	-13.2	4.0	7.0	-2.9	-0.8	-6.0	-2.4
Cc1nnc(NC(=O)CSc2nnc(-c3ccc(S(=O)(=O)N4CCCC4)cc3)n2C)s1	8.2	-16.2	6.3	6.0	-32.0	-7.7	2.6	-4.9	-5.6
Cc1ccc(-c2ocnc2C(=O)N2CCOCC2)cc1	-4.1	-1.1	6.9	3.5	-4.1	-12.3	0.3	0.6	-5.4
CC(C)C(=O)NC(=S)Nc1ccc(CN2CCOCC2)cc1	-4.5	1.8	1.6	0.6	7.9	-0.9	2.2	-4.2	-1.4
Cc1ccc(CN2CCN(c3cccc4[nH]ccc34)CC2)cc1	-1.1	5.4	20.8	9.2	7.9	3.2	-1.1	3.9	6.2
COc1cc2ncnc(NCc3ccccc3F)c2cc1OC	-5.6	1.2	-14.7	9.4	6.3	-37.6	-0.4	2.7	6.5
Cc1ccc(C)c(NC(=O)CCc2c(C)nn(-c3ccc(N4CCCCC4)nn3)c2C)c1	-5.9	-2.1	-27.3	20.8	12.0	-10.5	0.0	-4.5	-5.9
CN(C)c1ccc(/C=C2/SC(=O)N(CCN=C3NS(=O)(=O)c4ccccc43)C2=O)cc1	6.2	-8.0	-15.4	14.1	5.6	-0.5	-25.9	0.8	17.0
CN(C)CCCN(C(=O)c1ccc2c(c1)CCCC2)c1nc2ccc(F)cc2s1	-3.5	9.4	13.4	40.6	7.2	-12.6	0.4	-4.3	18.3
CC(C)Sc1nc(N2CCOCC2)c2c3c(sc2n1)COC(C)(C)C3	0.0	2.4	-47.2	3.9	-0.6	-6.7	0.8	-1.8	6.3
O=C(NCC(=O)N1CCCC1)c1ccc(Cl)cc1	0.3	-5.5	6.3	9.9	-18.8	-22.1	2.1	0.2	-2.2
CC(C)OCCCNC(=O)c1ccc2c(=O)n(Cc3ccc4c(c3)OCO4)c(=S)[nH]c2c1	-1.6	-25.0	6.6	10.0	1.3	-0.6	1.5	5.1	-7.9
C=CCN1C(=O)c2ccc(C(=O)N(CC)CC(=O)Nc3cc(Cl)ccc3C)cc2C1=O	-7.8	3.4	10.6	22.2	-8.7	-2.5	-0.4	14.9	-6.4
Cc1ccc(C(=O)Nc2ccccc2Sc2ccccc2)cc1	5.2	3.1	22.3	19.1	-4.2	32.7	0.7	7.8	-8.0
CC(C)CC(OC(=O)c1cccs1)C(=O)NCc1cccs1 (stereo not given)	-0.9	18.7	-2.6	21.2	20.9	-10.2	0.7	-4.4	5.7
CCc1nn2c(NCCCO)cc(C)nc2c1-c1ccc(F)cc1	-4.9	4.6	-302.6	18.8	12.8	-0.3	-2.1	15.1	-3.4
CC(=O)Nc1ccc(-c2nnc(SCC(=O)Nc3ccc4c(c3)oc3ccccc34)n2C)cc1	-11.1	-6.8	-7.8	-21.6	14.7	-10.8	-3.7	-10.0	-0.5
Cc1ccc(/C=N/NC(=O)c2ccc(Br)o2)s1	-4.9	-9.7	-18.4	14.4	-2.4	13.6	-1.8	-3.2	-4.7
O=C(NCc1ccccc1)/C(=C\c1ccccc1)NC(=O)c1ccco1	2.1	-3.1	3.9	19.3	-0.8	-11.0	-3.6	-3.2	5.5
Further compounds
SMILES	SENP8 block-1	Apaf-1 inh	SENP8 block-2	NLRP3 yeast inh	PfGluPho inh	SENP6 block	SENP1 FRET inh	SENP7 block	HKDC1 inhibitor
COc1cccc(OCC(=O)Nc2cc(NC(=O)COc3cccc(OC)c3)cc(C(=O)O)c2)c1	-14.2	4.3	-12.2	18.5	-8.2	-9.3	0.4	-6.8	6.3
CN(C)/C=C/C=C1C(=O)CCCC1=O	-8.8	13.8	49.3*	-1.4	-0.6	-5.8	-0.9	-5.6	4.5
O=C(O)c1ccc2c(c1)CCCN2	-1.9	-12.0	7.7	3.1	1.4	-6.1	-39.1	-1.2	-0.9
NS(=O)(=O)c1ccc(NS(=O)(=O)c2ccc(NC(=O)C3CC3)cc2)cc1	-12.0	-5.8	8.2	20.6	-24.2	-9.1	-0.7	9.3	-5.2
Cc1cc(C(F)F)n2ncc(C(=O)NCc3ccccc3F)c2n1	0.2	-11.4	-41.0	6.0	-24.1	6.3	-1.6	8.3	10.4
CC1(C(=O)OCC(=O)Nc2ccc(C(N)=O)cc2)CC1(Cl)Cl (stereo not given)	2.1	-12.5	11.6	3.1	-5.5	1.0	-0.5	7.4	-6.0
CCCCNC(=O)CN1C(=O)C(CC)Oc2ccc(Cl)cc21 (stereo not given)	-0.9	-2.5	13.8	-17.0	14.0	4.4	1.0	9.9	-7.8
CC(C)OC(=O)c1cccc(C(=O)OCc2ccco2)n1	3.1	-0.1	10.5	20.2	-6.5	5.3	0.0	4.4	-7.5
Cc1cc(C(=O)NC2CCCc3c2cnn3-c2ccc(C)c(C)c2)no1 (stereo not given)	6.7	5.3	9.7	17.7	-1.1	0.6	0.0	2.1	-0.6
CC(O)CC(C)O (stereo not given)	12.8	-7.7	6.6	-10.4	-16.3	-8.6	0.3	-7.9	-3.3
